Compound activity from PubChem BioAssay.
KKLEB tox: cytotoxicity in KKLEB CF airway cells, primary screen, cytotoxicity control for CF NF-kB inhibitor project, cell-based, uHTS, fluorescence assay plates. activity change (cytotoxicity), % at 5 µM. hit rate 0.36% among 360,000. KKLEB CF airway cells viability, ATPlite luminescence, overnight; hits give low values; cells stimulated with P. aeruginosa culture filtrate;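 active = corrected activity change at or below -50% at 5 µM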
NR2F2 inh: NR2F2 transcriptional activity inhibitors, primary screen, cell-based, luciferase reporter, HEK293T, luminescence. HEK293T NGFI-A luciferase reporter. AID 686940, 2013. COUP transcription factor 2 (Homo sapiens), P24468. inhibition, % at 8.6 µM. hit rate 0.7% among 370,000;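 active = inhibition above a per-plate cutoff, mean inhibition of test wells between control levels plus 3 SD, cut at about 38% in these data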;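 also: cells cotransfected with COUP-TFII expression vector driving the NGFI-A reporter; 0% = median of COUP-TF2 test wells and 100% = reporter-only cells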
Target sequence (P24468 whole entry, looked up): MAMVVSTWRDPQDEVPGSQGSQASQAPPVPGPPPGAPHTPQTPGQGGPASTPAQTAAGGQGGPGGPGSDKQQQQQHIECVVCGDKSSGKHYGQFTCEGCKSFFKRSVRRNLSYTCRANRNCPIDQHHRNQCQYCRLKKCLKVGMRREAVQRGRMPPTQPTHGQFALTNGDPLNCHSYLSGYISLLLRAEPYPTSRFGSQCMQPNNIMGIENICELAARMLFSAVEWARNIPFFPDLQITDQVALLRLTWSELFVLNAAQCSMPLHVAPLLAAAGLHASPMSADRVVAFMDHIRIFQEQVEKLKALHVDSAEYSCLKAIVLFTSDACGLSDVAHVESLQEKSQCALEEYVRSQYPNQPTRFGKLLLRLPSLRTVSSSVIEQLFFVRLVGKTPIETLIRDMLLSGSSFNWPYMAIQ
EBV LMP1 NFkB: EBV LMP1-driven NF-kappaB luciferase reporter inhibitors, primary screen, cell-based, luminescence, single point | LMP1-induced NF-kappaB luciferase reporter cells | inhibition, % at 12.5 µM | hit rate 0.69% among 350,000; in the data active = inhibition above about 41%;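 also: 0% = neutral control wells and 100% = reference inhibitor control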
NR5A2 inv ag: LRH-1 (NR5A2) inverse agonists, primary screen, cell-based, luminescence, HEK293T, StAR-luciferase reporter. hit rate 0.13% among 360,000. LRH-1 transfected, 24 h. inhibition, % at 3.6 µM;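 active = inhibition above the mean inhibition of all tested compounds plus 3 SD, cut at about 73% in these data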;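 also: 0% = DMSO wells and 100% = reporter-only cells lacking LRH-1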
Target sequence (O00482 whole entry, looked up): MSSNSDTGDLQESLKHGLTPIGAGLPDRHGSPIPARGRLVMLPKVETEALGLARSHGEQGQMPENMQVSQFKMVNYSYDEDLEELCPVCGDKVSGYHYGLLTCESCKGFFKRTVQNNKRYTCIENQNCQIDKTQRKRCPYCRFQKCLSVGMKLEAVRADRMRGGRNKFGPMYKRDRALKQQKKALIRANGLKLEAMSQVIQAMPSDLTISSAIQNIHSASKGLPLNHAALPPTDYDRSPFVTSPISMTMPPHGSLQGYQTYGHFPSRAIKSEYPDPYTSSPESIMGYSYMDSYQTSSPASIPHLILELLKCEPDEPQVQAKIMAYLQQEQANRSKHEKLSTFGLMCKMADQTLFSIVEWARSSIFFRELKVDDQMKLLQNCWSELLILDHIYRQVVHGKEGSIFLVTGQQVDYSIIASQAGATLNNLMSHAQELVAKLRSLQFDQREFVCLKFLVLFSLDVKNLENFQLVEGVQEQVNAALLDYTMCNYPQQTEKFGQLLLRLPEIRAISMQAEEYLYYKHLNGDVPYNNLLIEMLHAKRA
SRC3 inh: SRC3 coactivator transcriptional activity inhibitors, primary screen, cell-based, luminescence; inhibition, % at 3.6 µM; HEK293 GAL4-SRC3 luciferase reporter; hit rate 0.17% among 360,000; AID 588352, 2011;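 active = inhibition above a per-campaign cutoff, the mean of all compounds plus 3 SD, cut at about 60% in these data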;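 also: 0% = DMSO-treated cells and 100% = gossypol-treated cells at 36 µM; higher means less SRC3-driven luciferase light from the GAL4 reporter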
C8 TRAIL sens: viability loss with TRAIL in NB7+C8 cells, primary screen, TRAIL sensitizer project, cell-based, ATPlite luminescence | inhibition (viability loss, TRAIL sensitization), % at 10 µM | hit rate 1% among 360,000 | AID 624354, 2012;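 active = compounds causing at least 50% loss of cell viability in the single-dose screen, relative to plate controls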
TWEAK-Fn14 inh: inhibitors of TWEAK-Fn14 signaling, primary screen, luciferase reporter cells, uHTS | TWEAK-stimulated Fn14 reporter cells, luciferase luminescence, 8 h | inhibition, % at 10 µM | hit rate 2% among 360,000; in the data active = inhibition above about 50%
TROY NFkB inh: inhibitors of TROY-driven NF-kB signaling, primary screen, Q293 LMP1-TROYcd cells, NF-kB luciferase, uHTS; AID 1347056, 2019; Q293 LMP1-TROYcd NF-kB luciferase reporter, 4 h; inhibition, % at 10 µM; hit rate 0.98% among 360,000;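 active = compounds whose plate-normalised and pattern-corrected inhibition of the luciferase reporter signal at the single screening dose is 50% or more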
NCOA1 inh: SRC1 coactivator transcriptional activity inhibitors, primary screen, cell-based, luminescence. Nuclear receptor coactivator 1 (Homo sapiens), Q15788. HEK293 GAL4-SRC1 luciferase reporter. inhibition, % at 3.6 µM. hit rate 0.12% among 360,000. AID 588354, 2011;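 active = inhibition above the campaign mean plus 3 SD, with each screening campaign given its own cutoff, cut at about 60% in these data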;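 also: 0% = DMSO treated cells and 100% = gossypol at 36 µM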
CF NFkB block: inhibitors of PAF-induced NF-kB signaling, primary screen, cell-based, GFP fluorescence, uHTS. inhibition, % at 5 µM. hit rate 0.86% among 360,000. AID 588850, 2011. KKLEB NF-kB-GFP reporter, GFP fluorescence overnight;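 active = at least 50% inhibition at 5 µM, scaled per plate between neutral and stimulator controls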;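 also: PAF is a Pseudomonas aeruginosa culture filtrate used as stimulus; plate controls were PAF-stimulated DMSO wells for no effect and unstimulated DMSO wells for full effect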
Shn3 inh set2: reduction of Shn3 3'UTR firefly luciferase signal, primary screen, Schnurri-3 inhibitor project, cell-based, Clone20 osteoblasts, set 2 | Clone20 osteoblast Shn3 3'UTR firefly luciferase, 24 h | inhibition, % at 12.5 µM | hit rate 0.52% among 360,000 | AID 588674, 2011;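 active = mean inhibition of at least 75% with every replicate also reaching 75%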;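 also: 0% = median of neutral control wells and 100% = pilot-screen positive control compound; some compounds past the cut are filed as inactive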
* hit, by the source's call; . = no result given. The list is partial (hit frequency here may not be typical).

entry	compound	KKLEB tox	NR2F2 inh	EBV LMP1 NFkB	NR5A2 inv ag	SRC3 inh	C8 TRAIL sens	TWEAK-Fn14 inh	TROY NFkB inh	NCOA1 inh	CF NFkB block	Shn3 inh set2
1	CCCn1c(NCc2c[nH]c3ccccc23)nc2ccccc21	1.4	-15.1	-17.2	-3.0	-10.6	18.3	-8.1	-36.3	-30.7	-12.0	1.9
2	O=C(CN1C(=O)c2ccc(Br)cc2C1=O)NCC1CCCO1 (stereo unspecified)	9.0	3.7	0.0	-14.8	8.5	15.3	14.6	-18.2	-15.5	-28.3	-6.1
3	O=C(NCCC(=O)N1CCN(c2ccc(F)cc2)CC1)c1ccco1	-0.6	21.1	4.3	0.1	-10.7	3.7	9.5	2.4	-0.7	8.6	-13.4
4	COc1ccc(S(=O)(=O)NCCOc2ccccc2)cc1-n1cnnn1	2.9	-16.5	6.3	8.6	1.6	-12.8	26.8	-11.9	7.6	-4.3	1.0
5	COc1ccc(CCN2C(=O)CC(C(C)c3ccccc3)C2=O)cc1OC (stereo unspecified)	-7.5	-3.4	1.5	9.3	-28.7	-2.6	9.0	11.2	-12.9	-0.3	2.9
6	CNc1snc(C)c1C(=O)OCC(=O)c1ccc(Cl)cc1	-4.0	9.8	13.1	15.1	-2.0	34.7	6.0	10.7	12.3	2.8	73.8
7	CCNc1ccc2c(Cl)cc(=O)oc2c1	-11.7	8.7	-9.3	38.3	-0.7	-9.3	-2.3	-47.9	3.8	5.7	-9.2
8	Cc1cc(CNCc2c(C(=O)N(C)Cc3ccccc3)nc3ccccn23)nn1C	-1.7	-14.4	0.3	12.7	3.4	-3.0	19.1	0.5	-0.2	9.8	6.3
9	CSCC[C@H](NC(=O)Cc1c(C)c2c(cc(C)c3c(C)c(C)oc32)oc1=O)C(=O)O	1.2	4.8	10.0	0.1	-5.8	-6.3	5.9	3.8	-9.5	5.6	-14.6
10	COc1ccccc1N=Nc1c(O)[nH]c2ccc(Br)cc12	10.7	7.4	-3.4	13.1	1.7	-5.6	-4.5	-2.1	-1.2	-15.8	-3.4
11	Cc1ccc(/C=N\NC(=O)c2cc(OCC(F)(F)F)ccc2OCC(F)(F)F)cc1	-7.6	8.7	19.7	6.9	13.3	0.2	1.6	-6.1	-13.8	13.4	9.8
12	CC(/C=C1\SC(=S)N(CCC(=O)Nc2nc(C)cs2)C1=O)=C\c1ccccc1	-8.7	-16.3	-8.6	-6.0	-9.1	1.2	16.2	-8.9	-28.3	13.3	26.0
13	CCCS(=O)(=O)N1CCN(C(=O)CCC2CCCC2)CC1	1.3	16.2	-1.4	6.2	-23.6	2.1	-6.5	-6.9	-3.2	6.7	3.7
14	CSc1ccc(CNc2ccc(Cl)cc2)cc1	-4.3	-32.5	-23.9	-6.6	-6.0	-5.1	-23.3	-43.1	-107.5	-19.7	-46.0
15	CCN(Cc1ccccc1)Cc1ccc(OCc2ccccc2)c(OC)c1	-0.9	-5.1	1.1	-11.6	-0.7	11.9	10.0	-15.1	0.4	-0.6	0.8
16	O=C(O)c1nc(-c2ccccc2)n(-c2ccccc2)n1	12.0	-5.3	-0.2	-14.5	7.7	-2.2	5.3	-0.3	-4.2	-11.6	4.1
17	COc1ccc(NC(=O)Nc2nnc(-c3ccco3)s2)cc1	10.0	-16.2	-19.9	-72.8	-111.5	20.2	-31.9	-21.0	-79.7	-11.5	-62.9
18	COc1ccc(C(=O)Nc2nc(CC(=O)NCCc3cccc(OC)c3)cs2)cc1	6.2	-0.5	-8.6	-14.2	-14.7	13.4	-4.3	-26.1	-24.7	-25.7	-11.3
19	O=C(Cc1ccccc1)NCC(=O)N1CCCCC1	-1.7	4.5	-3.0	7.2	-48.0	-2.5	9.8	-13.0	-47.5	-26.2	-2.4
20	Cn1cc(-c2coc3c(C(=O)NCc4cccnc4)cccc23)cn1	-4.8	16.4	.	12.5	-24.1	7.3	-19.8	32.3	1.4	9.5	3.3
21	CC1CN(C(=O)CCS(=O)(=O)c2ccccc2)CC(C)O1 (stereo unspecified)	6.1	-1.9	-5.4	-23.0	-30.3	-2.8	-13.8	6.2	-43.1	-13.5	-7.9
22	O=P(Cc1nnco1)(c1ccccc1)c1ccccc1	8.0	6.7	2.1	4.7	-3.0	0.4	3.0	.	7.8	1.6	-0.4
23	CC1(C(=O)Nc2ccccc2)Cc2c(-c3ccc4c(c3)OCO4)ccnc2O1 (stereo unspecified)	-7.4	-5.4	.	-14.2	-3.0	2.8	-9.7	3.9	6.5	13.2	-51.4
24	CCCN1CCC(=O)NC1=S	-2.1	1.8	-7.0	-12.5	-8.5	-20.1	9.9	7.4	-0.7	-17.6	14.3
25	O=C(NC1CCCCC1c1ccccc1)c1ccccc1 (stereo unspecified)	4.9	-50.4	-2.5	-17.3	-3.3	-6.7	-6.6	0.8	-2.8	-5.3	-10.2
26	Fc1cccc(-n2c(-c3ccco3)nc3nc4ccccc4nc32)c1	2.6	6.9	-0.5	-3.4	9.8	-7.1	1.0	-14.4	-7.0	-21.4	8.5
27	c1ccc(COCCCn2cc(-c3ccccc3)nn2)cc1	-7.8	7.9	2.2	2.5	4.8	5.8	0.2	-13.0	-20.4	-9.0	-6.6
28	COc1ccc(-c2nnn(CC(=O)N3CCN(c4ccc(F)cc4)CC3)n2)cc1	8.5	2.2	1.7	0.5	-20.3	-8.5	2.7	-6.8	5.3	-3.4	6.7
29	Nc1ccc(CCc2ccccn2)cc1	4.6	-32.6	-4.7	-77.6	-74.5	-4.5	-8.9	-17.8	-47.3	-0.3	-8.4
30	N/N=C(\c1ccccc1)C12CN3CN(CN(C3)C1)C2	1.0	4.7	1.5	13.8	16.4	-0.9	0.8	10.4	-8.4	-6.5	8.1
31	Cn1c(NC(=O)C[n+]2cc(-c3ccc(Cl)cc3)n3c2CCC3)cc(=O)n(C)c1=O	8.2	-1.0	1.1	4.5	13.0	-2.0	16.6	12.7	4.9	-17.1	12.6
32	COc1ccc(OCCOCCOc2ccc(C)cc2[N+](=O)[O-])cc1	-12.0	1.5	-7.5	11.5	13.9	-3.3	3.5	-11.6	8.0	-0.3	-9.0
33	O=C(O)CCC(=O)NNC(=O)COc1cccc(Cl)c1	-6.9	7.6	0.0	-14.3	11.4	-1.0	13.2	-14.9	0.6	13.2	-9.9
34	COc1ccc(CNC(=O)COC(=O)CCC2CCCCC2)cc1	4.4	1.8	0.9	-1.1	15.2	-21.1	1.3	2.3	-9.2	4.2	6.1
35	CCN(CC)CCNC1=NCCn2c1cc1cc(OC)ccc12	-2.1	5.8	-17.6	-9.6	4.9	27.1	-39.6	8.7	3.9	-0.8	-20.6
36	CC(/C=C/c1ccco1)=N\NC(=O)c1cc(Cl)ccc1O	-7.1	8.9	-2.8	-36.1	-27.2	-1.5	-11.0	-78.5	-32.3	-4.3	-14.7
37	COCCN(C(=O)CSCc1ccc(C)cc1)c1c(N)n(CC(C)C)c(=O)[nH]c1=O	0.0	-7.3	5.6	0.7	-38.3	-0.4	8.2	-3.7	-5.3	9.4	-13.9
38	CCN(CC)CCN(C(=O)Cn1nnc(-c2ccc(C)o2)n1)C(C(=O)NC1CCCC1)c1ccc(F)cc1 (stereo unspecified)	-9.9	2.1	-4.0	-1.3	16.5	-8.0	6.5	-12.3	5.4	-5.1	12.7
39	O=C(COC(=O)c1ccc(O)cc1O)c1ccc2c(c1)OCO2	4.8	-3.4	-1.1	-19.1	-5.9	-2.0	-15.8	-73.5	-4.1	16.6	-136.9
40	O=C(NCCc1ccc(F)cc1)C1CCC(=O)N(CC2CCCCC2)C1 (stereo unspecified)	-0.4	-8.1	0.5	1.0	-2.0	-15.1	-13.5	-9.8	4.5	-41.2	15.9
41	COC(=O)c1ccccc1NS(=O)(=O)c1ccc(NC(C)=O)cc1	-6.9	-5.0	-4.5	-10.4	11.9	6.5	1.9	1.4	3.2	-7.8	6.1
42	O=C(O)CC(CC(=O)Nc1ccc(-n2ccc(C(F)(F)F)n2)cc1)c1ccccc1 (stereo unspecified)	-1.5	-15.1	-2.3	0.8	8.9	-12.0	-7.2	-41.5	2.0	6.8	-2.9
43	CCCCn1c(NC(C)=O)c(C#N)c2nc3ccccc3nc21	-7.0	-4.6	-12.2	-16.9	-11.4	-9.6	-1.1	11.6	-5.9	-0.2	-11.9
44	CC12CCC(C/C1=N/O)C2(C)CBr (stereo unspecified)	-0.9	-9.9	0.4	0.5	-2.6	-10.2	-0.9	-26.7	6.6	-19.7	-7.9
45	Cc1c(NC(=O)c2ccco2)c(=O)n(-c2ccccc2)n1C	-18.4	23.3	7.1	2.6	-1.8	-6.3	3.7	-6.4	-2.9	5.4	-5.0
46	CON(C)C(=O)C[C@@H]1C[C@H](OC(=O)c2ccc([N+](=O)[O-])cc2)CN1C(=O)OC(C)(C)C	-6.0	13.6	0.8	-21.2	-23.6	-5.3	6.6	-0.7	-3.4	-12.3	-14.3
